Compound activity as filed in PubChem.
NCI-60 one-dose screen, 48 h, at 10 µM unless noted. Numbers give growth in % (100 = growth as untreated, 0 = no growth, -100 = all killed).
HL-60(TB) – HL-60(TB) leukemia cells; hit rate 9% among 78,000; active means growth percent below 10
* hit, by the source's call; & = joins results of further samples; [ ] = dose if it differs, or a comment.

SMILES	HL-60(TB)
O=S(=O)(c1ccccc1)N1CCCN(c2nc(-c3ccccc3)nc3nc(-c4ccccc4)oc23)CC1	102
CN=C1Nc2cc(OC)c(OC)c(OC)c2C(c2cc(Cl)ccc2F)O1 (stereo unspecified)	57
NS(=O)(=O)c1ccc(Nc2nc(N=Nc3c(O)n(Cc4ccccc4)c4ccc(Cl)cc34)nc(Nc3ccccc3)n2)cc1	112
COc1ccc(-c2cc(-c3cn(-c4cccc(Cl)c4)nc3-c3ccc(OC)cc3)on2)cc1	94
Cc1cccc(Cc2cnc(NC(=O)c3ccc4noc(-c5ccc(Cl)cc5)c4c3)s2)c1	98
NC(=S)n1nc(N)c(N=Nc2ccc(S(=O)(=O)N=C(N)N)cc2)c1N	101
CCN(CC)CCCC(C)NC(=S)N/N=C(\C)c1ccccn1 (stereo unspecified)	-3.8*
Cc1ccc2nc(-c3ccc(C(=O)N/N=C/c4ccc(N(C)C)cc4)cc3)[nH]c2c1	86
COc1ccc2c(c1)oc1c(C)c3c(c(C)c12)C(=O)N(NCCO)C3=O	95
COc1ccc(/C=C2/C=C(c3ccc(Cl)c(Cl)c3)OC2=O)cc1	100
CC/C(Cc1ccccc1)=C(/c1ccc(O)cc1)c1ccc(OCCN2CCCC2)cc1	-57*
N#CN=CN1CC=C(c2ccc(Cl)cc2)CC1	103
O=C1NC(=O)c2c1c1c3ccccc3[nH]c1c1oc3ccc(O)cc3c21	94
O/N=C\c1cc(-c2ccc(I)cc2)on1	145
O=C(c1ccccc1)c1c(-c2ccccc2)c(C(=O)c2ccccc2)c2ccccc2c1Cl	91

An excerpt of these results, as comma-separated lines:
SMILES,HL-60(TB)
O=S(=O)(c1ccccc1)N1CCCN(c2nc(-c3ccccc3)nc3nc(-c4ccccc4)oc23)CC1,102
CN=C1Nc2cc(OC)c(OC)c(OC)c2C(c2cc(Cl)ccc2F)O1 (stereo unspecified),57

Going on with the list.
SMILES	HL-60(TB)
COc1cc(/C=C/C(=O)c2c(C)nc3ccccc3c2C)ccc1OCCCN1CCN(C(=O)c2ccco2)CC1	75
CCOc1nc(-c2ccccc2)cc2c(O)c(C(=O)NC(C)C)[nH]c(=O)c12	168
COc1ccc(/C=N/C2=C(C#N)C(c3ccc(Cl)cc3)c3ccc4ccccc4c3O2)cc1 (stereo unspecified)	97
CCCOC(=O)CCC(=O)N(C)C	103
O=Cc1c[nH]c2ccccc12	102
O=C(CN1CCOCC1)N1CCN(C(=O)CN2CCOCC2)CC1	101
CC(C(=O)O)N1C(N)=NNC1c1ccccc1O (stereo unspecified)	93
CCC(C)(C(=O)O)C1CCCCC1 (stereo unspecified)	95
CNC(=S)NC(C)(C)C	93
COc1cccc(CCC(=O)O)c1OC	104
COc1cc(/C=C(\C#N)C(=O)c2ccccc2)cc(OC)c1OC	120
O=C(N/N=C/c1ccc(Cl)cc1)c1ccc(NC(=O)c2ccccn2)cc1	103
Nc1nc(Cl)cc(SCc2ccc(Cl)cc2Cl)n1	59
COc1cc(C2=NN(c3cc(Cl)cc(Cl)c3)C(c3sc(N(CCCl)CCCl)nc3Cl)C2)cc(OC)c1OC (stereo unspecified)	90
Cc1ccc(CC(=O)c2ccccc2)cc1	88
O=C(Cn1nnc2ccccc21)N/N=C/c1ccc(O)cc1O	65
COC(=O)Nc1cc(C(=O)NCCC(=N)N)cn1C	99
CS(=O)(=O)c1ccc(-c2[nH]c3ccc(F)cc3c2/C=N/O)cc1	101
O=C(O)c1ccc(-n2cc(/C=N/Nc3c(F)c(F)cc(F)c3F)c(-c3ccccc3)n2)cc1	81
CN(C)c1ccc(/C(=N\N)c2ccccc2)cc1	90
CCCCCCCCCCCCNC(=S)N/N=C/c1ccc(OCC)c(OCC)c1	107
c1ccc(-c2cnc3sc(C(c4ccccc4)c4ccccc4)nn23)cc1	97
COc1cccc(C2=NN(c3ccc(-c4ccccc4)nn3)C(c3cccc(F)c3)C2)c1 (stereo unspecified)	87
O=C(Nc1cccc([N+](=O)[O-])c1)c1cccc(C(=O)Nc2cccc([N+](=O)[O-])c2)c1	81
CC1OC(C(=O)N2CCN(CCO)CC2)CC1COC1CCCCC1 (stereo unspecified)	98[50 µM]
N/C(CC(=O)Nc1ccc(F)cc1)=N\O	96
NS(=O)(=O)c1ccc(-n2cc(CN3CCOCC3)nn2)cc1	104
O=C(c1nc2ccccc2[nH]1)C1C(c2cccc(F)c2)C2CSCN2[C@@]12C(=O)Nc1ccccc12 (stereo partly specified)	98
O=C(NO)c1ccc2nc(-c3ccc([N+](=O)[O-])cc3)[nH]c2c1	88
CC1(C)Oc2cc3oc(=O)ccc3cc2C[C@@H]1OCCOS(=O)(=O)Cc1ccccc1	101
C=COC(=O)c1ccccc1C(=O)OCCCC	96
CCC(C)[C@@H]1NC(=O)[C@H](C(C)C)NC(=O)/C(C)=C/C(C)CC(C)CC(C)CC(C)CCC(C)OC1=O (stereo partly specified)	106
Cc1ccc(CNc2ccc(Cl)cc2)cc1	98
CC1O[C@@H]2C[C@@](O)([C@H]1O)n1c3ccccc3c3c4c(c5c6ccccc6n2c5c31)C(=O)NC4=O (stereo partly specified)	67
CC(C)OC(=O)c1ccc2n1CCCc1cnc(Nc3ccccc3)nc1-2	79
Cc1cccc(C)c1O	106
ClCc1cccc(CSc2ncnc3c2ncn3Cc2cccc(CCl)c2)c1	24
C=C(C)[C@@H]1CC[C@]2(C(=O)N3CCN(C)CC3)CC[C@]3(C)[C@H](CC[C@@H]4[C@@]5(C)C/C(=C/c6ccccn6)C(=O)C(C)(C)[C@@H]5CC[C@]43C)[C@@H]12	33
CCN1CCCC(Nc2cc(C)nc(/N=C(/N)Nc3ccc(Cl)c(Cl)c3)n2)C1 (stereo unspecified)	-43*
CCCCCCCCCCC(O)CO (stereo unspecified)	107
OCCCN1CNC(=S)NC1	96
COc1cc(-c2nn(-c3ccc(NC(=O)c4cc(C(F)(F)F)cc(C(F)(F)F)c4)cc3)cc2-c2ccncc2)ccc1Cl	58
CCCCCCCCCC1=NC(C)(C)CN1CC(C)O (stereo unspecified)	45
Cc1[nH]c(-c2nc3ccccc3[nH]2)c(C)c1C(=O)N1CCCCC1	109
CN1CCN(Cc2ccc(NC(=O)c3cc(C#Cc4cnc(N)c5ncccc45)n(C)n3)cc2C(F)(F)F)CC1	107
N#Cc1nc2c(S(=O)(=O)c3ccc(Cl)cc3)c(N)n(CCCN3CCOCC3)c2nc1C#N	27
Cc1ccc(S(=O)(=O)CC(=O)Nc2ccc(C(=O)O)cc2)cc1	101
CC[C@@H](C)/C=C(C)/C=C/C(=O)c1c(O)c(-c2ccc(O)cc2)cn(OC2CC(=O)CCC(C)OC(=O)CC2O)c1=O (stereo partly specified)	-10*
O=C(OCc1ccc2c(Cl)cc(Cl)c(O)c2n1)c1c[nH]c2ccccc12	66
CN=NN(C)C(=O)NC	102[100 µM]
Cn1c(=O)c2c(nc(/N=C/c3ccccc3)n2C)n(C)c1=O	77
Cn1c(Cl)cc2c1-c1oncc1CCC2	96
Sc1ccccc1-n1c(-c2ccccc2)ccc1-c1ccccc1	110
COc1ccc(-c2nc(SCCC(C)C)nc(Nc3ccccc3)c2C#N)cc1	87
O=C1C(Br)=C(Br)C(=O)C1(Br)Br	99
CN(C)c1nc(NCCNS(=O)(=O)c2ccc(C(=O)/C=C/c3ccccc3)cc2)nc(Nc2ccc(F)cc2)n1	14
O=C(CCCCCCC(=O)ON1C(=O)CCC1=O)ON1C(=O)CCC1=O	69
CC1=C(CCCOC(=O)[C@H](N)CC(C)C)C2=C(C)C3(CC3)[C@@](C)(O)C(=O)C2=C1	52
C[C@]12CC[C@H]3[C@@H](CC=C4c5nc(-c6ccc(F)cc6)sc5CC[C@@]43C)[C@@H]1CC[C@@H]2O	101
COc1cc(C(=O)/C=C/c2c(-c3cccs3)nc3ccccn23)cc(OC)c1OC	-14*
(cont.)
SMILES	HL-60(TB)
C=C1C(=O)O[C@H]2[C@H]1CC/C(COC(=O)c1cc3ccccc3s1)=C\CC[C@@]1(C)O[C@@H]21	-34*
CCN1CCN(C(=S)SC(SC(=S)N2CCN(CC)CC2)C(=O)c2nnn(-c3ccc([N+](=O)[O-])cc3)c2C)CC1	86
Cc1ccc2c(C3NNC(=S)N3)cc(=O)oc2c1C (stereo unspecified)	102
CC(=O)Nc1ccc(S(=O)(=O)CCc2cc[n+](C(C)C)cc2)cc1	83
CCC(CC)COC(=O)c1ccccc1C	100
CCOP(=O)(C/C=C/c1ccccc1)OCC	123
Cc1ccc(-n2cc(COC(=O)/C=C/c3cn(-c4ccccc4)nc3-c3ccccc3)nn2)cc1	106
CC(=O)Oc1ccc(C)cc1C	95
CCc1cccc(CC)c1NC(=O)NN(CC)CC	99[100 µM]
CNC(=O)CCCC(=O)NCc1ccc(Cl)cc1Cl	97
COc1cc(-n2nc(C(=O)Nc3ccc(C(=O)O)cc3)nc2-c2ccccc2)cc(OC)c1OC	103
CCN(CC)CCOC(=O)c1cc(Cl)cc(N)c1O	87
Clc1nc2ccccc2cc1Cn1nnc(Cc2ccccc2)n1	88
CCOC(=O)c1c(-c2ccccc2Cl)c(C#N)c(=O)n(-c2cccc(C(F)(F)F)c2)c1N	100
O=C(O)C1CC2(Br)C(Br)=C(Br)C1(Br)C2(Br)Br (stereo unspecified)	100

Some values from the list.
Under HL-60(TB), CC(=O)Nc1ccc(S(=O)(=O)CCc2cc[n+](C(C)C)cc2)cc1 has the entry 83
Under HL-60(TB), CCc1cccc(CC)c1NC(=O)NN(CC)CC has the entry 99[100 µM]
Under HL-60(TB), Clc1nc2ccccc2cc1Cn1nnc(Cc2ccccc2)n1 has the entry 88
Under HL-60(TB), CCN1CCN(C(=S)SC(SC(=S)N2CCN(CC)CC2)C(=O)c2nnn(-c3ccc([N+](=O)[O-])cc3)c2C)CC1 has the entry 86
Under HL-60(TB), CCC(CC)COC(=O)c1ccccc1C has the entry 100

Later entries.
SMILES	HL-60(TB)
COc1cccc(C(=O)Nc2cccc(-c3cc(=O)c4c(OC)c(OC)c(OC)cc4o3)c2)c1	85
COc1ccc(C(=O)c2cc(C(=O)/C=C/c3ccc(Br)cc3)c3cc(C)ccn23)cc1	94
O=C(Nc1ccc(N=C=S)cc1)OCc1ccccc1	85
C#CCn1c2c(c3ccccc31)C[C@]1(C)[C@H]3CC[C@@H]4[C@@H]5C(=CCC[C@H]5C(=C)C)CC[C@@]4(C)[C@]3(C)CC[C@H]1C2(C)C	101
CC(=O)/C(N=Nc1ccc2oc(=O)ccc2c1)=C(\C)O	-15*
Nc1nc(Nc2ccccc2)c2ncn(Cc3cc4c(cc3Br)OCO4)c2n1	-12*
COCc1cnccc1NC1CCCCCC1	86
CSc1ccc(OCc2nc3ccccc3n2-c2cccc(NS(C)(=O)=O)c2)cc1	105&115
CC(C)[C@@H](C(=O)O)N1C(=O)c2ccccc2C1=O	80
Cc1ccc(/C=C2\SC(=S)N(CCC(=O)NCCN3CCOCC3)C2=O)cc1	99
O=C1C=CN2C(=O)CCC=C[C@H]2[C@H]1O	86
COc1cccc(C2C(=O)c3ccccc3-c3cn(Cc4ccccc4)c4cccc2c34)c1 (stereo unspecified)	95
O=C(O)c1ccccc1-c1c2cc(Br)c(=O)c(Br)c-2oc2c(Br)c(O)c(Br)cc12	111&99
Nc1ccc(CCc2ccccc2)cc1	69
O=C(O)c1c(Cl)c(Cl)c(Cl)c(Cl)c1-c1c2cc(Br)c(=O)c(Br)c-2oc2c(Br)c(O)c(Br)cc12	104

Two records drawn at random from the list so far:
SMILES	HL-60(TB)
Cc1ccc(/C=C2\SC(=S)N(CCC(=O)NCCN3CCOCC3)C2=O)cc1	99
CC(C)[C@@H](C(=O)O)N1C(=O)c2ccccc2C1=O	80

More entries:
SMILES	HL-60(TB)
CCOc1cc(Br)cc2cc(C(=O)CSc3nc4ccccc4c(=O)n3-c3ccccc3)c(=O)oc12	68
COc1cc2c(=O)n3c4c(cccc4c2cc1OC)CC3	82
Cc1cc(C(C)(C)C)ccc1S	111
COc1ncnc2[nH]cc(CN3CCN(c4ccc(F)cc4)CC3)c12	101
O=C(O)c1cn(C2CC2)c2cc(N3CCN(Cc4nc5c(cnn5-c5ccc(Br)cc5)c(=O)[nH]4)CC3)c(F)cc2c1=O	94
CN1C(=O)N(C)C2Nn3c(s/c(=C\c4cccnc4)c3=O)=NC21 (stereo unspecified)	103
N#CC(c1ccccc1)c1ccccc1	125
COc1ccc(-n2nnnc2-c2cn[nH]c2C(F)(F)F)cc1	98
COC(=O)[C@]12CC[C@@H](C)[C@H](C)[C@@H]1C1=CC[C@@H]3[C@@]4(C)C[C@@H](O)OC[C@](C)(C=O)C4C(=O)C[C@@]3(C)[C@]1(C)CC2 (stereo partly specified)	-13*
CCOc1nc(-c2ccccc2)cc2c(O)c(C(=O)N/N=C/c3ccc(N(C)C)cc3)[nH]c(=O)c12	111
Cc1c(CN)cc(-c2ccc(Cl)cc2)n1-c1ccccc1	87
CCCOc1ccc(C#N)cc1	106
CN(C)C(=O)c1ccc(Cl)c(Cl)c1	89
CCC(=O)[N+](=O)c1ccc(C(=O)/C=C/c2ccc(N(C)C)cc2)cc1	44
O=C(/C=C\c1ccc(O)c(O)c1)c1ccccc1O	12
O=C(CSc1nc2ccc([N+](=O)[O-])cc2[nH]1)Nc1ccc([N+](=O)[O-])cc1	13
CCOC(=O)C(CC)(CC)C(=O)Cl	96
O=c1s[se]c2ccccc12	106
CCC(C#N)C1=CCCCC1 (stereo unspecified)	101
CCC(C)C1CCC(O)CC1 (stereo unspecified)	99
Oc1cc(C(Nc2ncccn2)c2cc3c(cc2O)OCO3)ccc1F (stereo unspecified)	98
CCCCN(CCCC)C(=O)CC(C)=O	96

An excerpt from the list above, as a working copy:
SMILES	HL-60(TB)
O=C(CSc1nc2ccc([N+](=O)[O-])cc2[nH]1)Nc1ccc([N+](=O)[O-])cc1	13
CCOC(=O)C(CC)(CC)C(=O)Cl	96
O=c1s[se]c2ccccc12	106
CCC(C#N)C1=CCCCC1 (stereo unspecified)	101

Not all compounds are listed (hit frequency here may not be typical).
